Pf Dd2 inh – inhibitors of Plasmodium falciparum Dd2 growth; P. falciparum Dd2 growth, SYBR Green, 72 h; Potency, µM (highest dose often 28.9 µM), for the others: at the highest dose activity, negative = inhibition, usual class: inhibitors; actives 4.3% (n = 120,000); active = well fitted inhibition curve with a large enough effect; inconclusive = small, poorly fitted or top-dose-only effect; inactive = no such curve, though single readings can be large or run the other way;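 note: plate controls were DMSO vehicle for no effect and reference drug for full effect; nearly all actives have a fitted effect of over 65% in size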
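Infected erythrocytes (Dd2, 0.3% parasitemia, 2.5% hematocrit final) are added to compound in RPMI-1640/Albumax II medium, grown 72 h at 37C in low oxygen, then lysed with saponin/Triton-X containing SYBR Green and read by fluorescence.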
The depositor's hits bear a star; i = inactive; ? = inconclusive; [ ] = another dose, or the depositor's remark. Potency is the fitted concentration of half-maximal effect. A portion of the library. The share of hits here may be higher or lower than overall.

SMILES	Pf Dd2 inh
COc1ccccc1/C=C/c1nc2ccccc2n1C(C)C	14%
COc1ccc(Cl)cc1C(=O)NCc1nnc2c(-c3nc(C(C)C)no3)cccn12	1.8µM*
CC(=O)N1CC2(CCN(Cc3cccnc3)C2)Cc2ccccc21 (stereo unspecified)	-11%
COc1ccc(Cl)cc1NC(=O)c1nn(-c2ccc(C)cc2)c(=O)n(C)c1=O	-8%
CCNC(=O)N1CCC2(CC1)SCC(=O)N2c1ccc(F)cc1	9%
O=C(Nc1ccc(F)cc1)N1CCN(C(=O)c2nsc3ccccc23)CC1	6%
COc1cccc(C(=O)N2CCC(N(C3CCOCC3)S(C)(=O)=O)CC2)c1	22%
COC[C@H]1NC(=O)CC[C@H]1C(=O)NCCCc1ccccc1	i
CCc1ccc(CN2CCN(c3ccc(C(N)=O)cn3)CC2)nc1	-14%
COc1ccc(CNC(=O)CC2Oc3ccc(C)cc3NC2=O)cc1 (stereo unspecified)	7%
CCOc1ccccc1-c1noc(CSc2nnc(-c3ccncc3)n2-c2ccc(F)cc2)n1	?
Cc1oc(-c2ccc(C(=O)Nc3ccc(F)cc3)cc2)nc1COc1ccccc1	i
CCOc1ccc(C(=O)Cn2c(=O)n3nc(CCn4nc(C)cc4C)nc3c3cc(OC)c(OC)cc32)cc1	28%
Cc1cc(OCC(=O)Nc2sc3c(c2C(N)=O)CCCC3)ccc1C(C)C	-13%
COc1ccc2c(c1)OCC(C(=O)NCC1(c3ccccc3)CCOCC1)C2 (stereo unspecified)	-22%
COc1ccc(CNC(=O)N2CCCCC2c2noc(COc3ccc(C)cc3)n2)cc1 (stereo unspecified)	?
O=C(NCc1cccs1)c1noc(-c2ccc(F)cc2)n1	i
CCN1c2cc(C(=O)Nc3cccc(Br)c3)ccc2C(=O)N2CCCCCC21 (stereo unspecified)	?
COc1cccc(CC(=O)NCCn2ccn3nc(-c4ccc(C)c(C)c4)cc3c2=O)c1	?
Cc1ccc(-c2nnc(Nc3ccc(O)cc3)c3ccccc23)cc1S(=O)(=O)NCc1nc2ccccc2[nH]1	?
O=c1cc(N2CCOCC2)oc2c(-c3cccc(F)c3)nccc12	i
C=CCNC(=O)Cn1nc2c(cc1=O)CCCCC2	-18%
c1ccc(-c2noc(-c3ccn4c(CN5CCSCC5)nnc4c3)n2)cc1	?
COC(=O)c1c(C)oc2ccc(N(C(=O)c3ccncc3)S(=O)(=O)c3cc(C)c(C)cc3C)cc12	?
O=C(N[C@@H]1CN(c2ncccn2)C[C@H]1CO)c1cccc(Cl)c1	-30%
Next records:
SMILES	Pf Dd2 inh
CCn1ccc(C(=O)N2CCC(N3C[C@H](O)C[C@H]3C(=O)NCCOC)CC2)n1	5%
O=c1c2c(n(Cc3ccccc3)n1-c1ccccc1)CN(Cc1ccc3[nH]ccc3c1)CC2	3.2µM*
CCOc1ccc(NC(=O)C2CCN(c3nc4ccccc4[nH]3)CC2)cc1	8%
CC(=O)N1CCCc2cc(S(=O)(=O)N3CCN(c4ccc(F)cc4)CC3)ccc21	9%
O=C(NC1CCOCC1)c1cc(-c2ccccc2F)cc2c1OCCN2Cc1cccnc1	i
COc1cc(C)c(C)cc1S(=O)(=O)N1CC(C)(C)[C@@](C)(O)C1	-6%
Cc1ccc(C(=O)N2CCC(n3cnnc3-c3ccccc3)CC2)cc1F	?
Cc1ccc(CC(=O)NCc2nc(-c3cccc(C)c3)no2)cc1	6%
CN(C)C[C@@H]1CN(c2ccccn2)C[C@H]1NC(=O)c1cccs1	?
CCOc1ccc(NC(=O)c2cn(C3CCCCC3)c(=O)c3c2c2ccccc2n3C)cc1	?
CC1(C)CC(CC(=O)N2CCN(Cc3ccccc3)CC(O)C2)CC(C)(C)N1 (stereo unspecified)	-19%
FC(F)(F)c1cccc(C2=NOC3(CCN(Cc4ccsc4)CC3)C2)c1	-12%
O=C(Cc1ccccc1)N1CCC(O)(c2csc(CN3CCOCC3)n2)CC1	1%[44.1 µM]
COC(=O)C1=C(C)N=C2SC=C(CC(=O)N3CCCC3)N2C1c1cccc(OC)c1 (stereo unspecified)	?
O=C(O)CCn1ncc2cc(OC3CCN(C(=O)c4ccccc4OC(F)(F)F)CC3)ccc21	i
N#Cc1ccc(CN2CCC3(CC2)CC(=O)c2ccc(Cl)cc2O3)cc1	11µM*
CCN(CC)Cc1cnc2c(C(=O)Nc3ccc(C)cc3Cl)cnn2c1	-20%
Cc1ccc(-n2nnnc2N2CCN(C(=O)Nc3ccc(C)c(F)c3)CC2)cc1C	?
COc1cc2c(cc1OC)C(COc1ccc3c(C)cc(=O)oc3c1)N(C(=O)Cc1ccc(F)cc1)CC2 (stereo unspecified)	?
c1coc(CN2CC(Oc3ccc(-c4noc(C5CC5)n4)cc3)C2)c1	i
COc1ccc(NC(=O)N2[C@H]3CC[C@@H]2c2cncnc2C3)cc1F	-18%
CC(=O)N1CCC(N2CC3(C2)C(=O)N(Cc2ccc(C)o2)C(=O)[C@@H]2C[C@@H](O)CN23)CC1	-14%[44.1 µM]
COc1cccc(NC(=O)CN2C(=O)c3cccnc3Oc3ccc(Cl)cc32)c1	-25%
C[C@H](C(=O)NCCN1CCOCC1)C1CC[C@@]2(C)Cc3sc(CS(=O)(=O)Cc4ccc(F)cc4)nc3[C@@H](C)[C@@H]2[C@H]1O (stereo partly specified)	-17%
Cc1nnc2n1CCC(NC(=O)c1ccc(=O)[nH]c1)CC2 (stereo unspecified)	i

Quoted at random: 3 records from the list
SMILES	Pf Dd2 inh
N#Cc1ccc(CN2CCC3(CC2)CC(=O)c2ccc(Cl)cc2O3)cc1	11µM*
c1coc(CN2CC(Oc3ccc(-c4noc(C5CC5)n4)cc3)C2)c1	i
Cc1nnc2n1CCC(NC(=O)c1ccc(=O)[nH]c1)CC2 (stereo unspecified)	i

An excerpt from above in order of count of non-hydrogen atoms, highest first:
SMILES	Pf Dd2 inh
C[C@H](C(=O)NCCN1CCOCC1)C1CC[C@@]2(C)Cc3sc(CS(=O)(=O)Cc4ccc(F)cc4)nc3[C@@H](C)[C@@H]2[C@H]1O (stereo partly specified)	-17%
O=c1c2c(n(Cc3ccccc3)n1-c1ccccc1)CN(Cc1ccc3[nH]ccc3c1)CC2	3.2µM*
COc1cccc(NC(=O)CN2C(=O)c3cccnc3Oc3ccc(Cl)cc32)c1	-25%
CC1(C)CC(CC(=O)N2CCN(Cc3ccccc3)CC(O)C2)CC(C)(C)N1 (stereo unspecified)	-19%
Cc1ccc(C(=O)N2CCC(n3cnnc3-c3ccccc3)CC2)cc1F	?

More compounds.
SMILES	Pf Dd2 inh
Cc1nc(NCC2CC2)ncc1C(=O)O	12%
COc1ccc(C(=O)N[C@@H]2CN(c3ncccn3)C[C@H]2CN(C)C)cc1F	6%
Cc1cccc(OCC(=O)N2CCC(n3cc(-c4nc(C)no4)nn3)CC2)c1	-16%
CS(=O)(=O)N1CCC(OC2CCN(C(=O)NC3CCCC3)CC2)CC1	-7%
O=C(NCc1cc(F)cc(F)c1)c1noc(-c2ccc3c(c2)OCO3)n1	-24%
O=C(N[C@@H]1CN(Cc2ccc(F)cc2)C[C@H]1CO)c1ccccc1	?
Cc1nnc2n1CCC(NC(=O)c1cc(CN3CCOCC3)on1)CC2 (stereo unspecified)	60%[activator]
CCc1nnc2c(NCc3ccccc3OC)nc3ccccc3n12	i
CCc1ccc(-c2nc(SCC(=O)NCC3CCCO3)c(-c3ccc(F)cc3)[nH]2)cc1 (stereo unspecified)	?
Cc1ccc(NC(=O)N2CCC3(CCNC(=O)CC3)CC2)cc1F	?
O=C(CN1C(=O)NC(c2ccccc2Cl)C2=C1COC2=O)Nc1ccc2c(c1)OCO2 (stereo unspecified)	-19%
CCN(C1CCOCC1)C1CN(S(C)(=O)=O)C1	24%
O=C(c1ccc(F)cc1)N1CCC(Cc2nc(-c3ccc(F)cc3)no2)CC1	?
COc1ccc(CC(=O)N2CCc3nc(C4CC4)nc(-c4ccc(Cl)cc4)c3C2)cc1	i
O=C(N[C@H]1CO[C@H]2[C@@H]1OC[C@@H]2n1nnnc1Oc1cccc(N2CCOCC2)c1)N1CCOCC1	-6%
N#CC1CCN(C(=O)c2nc(-c3cccnc3)c3ccccn23)CC1	0%
COc1ccc(OC)c(CNC(=O)c2cc3c(Cl)nc4ccccc4c3s2)c1	50%[activator]
CCOc1ccc(-n2cc(C(=O)Nc3ccccc3OCC)c3cc(OC)c(OC)cc3c2=O)cc1	-4%
O=C(COc1ccccc1F)N1CCN(Cc2cc(=O)n3nc(-c4ccccc4Cl)sc3n2)CC1	?
COc1cccc(CN2C(=O)OC3(CCN(C(=O)c4cccc(C#N)c4)CC3)C2(C)c2cccnc2)c1 (stereo unspecified)	i
CN1CCN(Cc2cccc(OCC(O)CN3CCOCC3)c2)CC1(C)C (stereo unspecified)	-6%
COc1ccc(NC(=O)Cn2c(N3CCC(C)CC3)nc(C)cc2=O)cc1	-21%
CCOC(=O)c1c(S(=O)(=O)N2CCC(C(=O)N3CCN(c4cccc(C)c4C)CC3)CC2)c(C)n(C)c1C	?
CC(C)CCN1C(=O)N(c2ccccc2)C(=O)C1CC(=O)Nc1ccc(Cl)cc1 (stereo unspecified)	-21%
CN(Cc1ccc(F)cc1)C(=O)c1ccccc1F	i

A run of entries taken from the entries so far, as a working copy:
SMILES	Pf Dd2 inh
Cc1nc(NCC2CC2)ncc1C(=O)O	12%
COc1ccc(C(=O)N[C@@H]2CN(c3ncccn3)C[C@H]2CN(C)C)cc1F	6%

The list continues:
SMILES	Pf Dd2 inh
C[C@@H]1CN(C(=O)CN(C)Cc2ccccc2F)C[C@]1(C)O	4%
CC(C)N[C@H]1C[C@@H](Cc2cc(CCO)on2)C1(C)C	-9%[44.1 µM]
COc1cccc(NC(=O)Cn2c(C)ccc(NC(=O)Nc3ccc(C)cc3)c2=O)c1	-24%
Fc1ccc(-c2cnc([C@@H]3COCCN3Cc3csnn3)[nH]2)cc1	-2%[44.1 µM]
COc1ccccc1CNC(=O)C1CCc2ncc(-c3ccsc3)n2C1 (stereo unspecified)	i
Cc1nc(-c2ccc(F)cc2)n(CC(=O)Nc2ccc(F)c(Cl)c2)c(=O)c1CCO	?
Cc1ccc(CNC(=O)N2C[C@@H](C(N)=O)[C@H](c3n[nH]c(C)n3)C2)cc1	-3%
COc1ccc(-c2cc(-c3ccc(C)cc3)nc3c2COc2ccccc2-3)cc1	-9%
O=C(Cc1cccs1)NC1CC(=O)N(c2ccccc2)C1 (stereo unspecified)	i
CCOc1ccccc1NC(=O)C1CCCN(S(=O)(=O)c2ccc3c(c2)CCCN3C(C)=O)C1 (stereo unspecified)	?
COc1ccc2[nH]c3c(c2c1)CCN(C)C31CCN(C(=O)c2ccc(C)nc2)CC1	-18%
CN(C)Cc1cc(C[C@@H]2C[C@H](NCc3ccccc3O)C2(C)C)no1	?
CCCCN(CCCC)CCNC(=O)c1cc(-c2cccnc2)nc2ccc(S(=O)(=O)N3CCC(C)CC3)cc12	-25%
COCc1nc(-c2ccc(OC3CN(C(=O)c4ccc(OC)nc4)C3)cc2)no1	-26%
COc1cccc(-c2cn3c(n2)N(C(=O)c2cccs2)CCC3)c1	?
COc1cc(C(=O)N2CCC(c3n[nH]c(=O)n3-c3ccccc3)CC2)cc(OC)c1OC	i
COc1ccc(CNC(=O)c2cc3sccc3n2Cc2ccc(F)cc2)cc1	-1%
O=C(c1ccncc1)N1CCC(c2cc(-c3ccc(F)cc3)n[nH]2)CC1	38%[activator][5.79 µM]
O=C(c1ccc2c(c1)CCO2)N1C[C@@H](c2ccc(F)cc2)[C@@H]2[C@H]1C1CCN2CC1	-12%
O=C(c1ccc(-c2ccccc2)cc1)N1C[C@@H]2C[C@H](C1)c1ccc(NS(=O)(=O)c3cccc(F)c3)c(=O)n1C2	-21%
COCCNC(=O)CCCn1c(SCc2ccccc2Cl)nc2c(sc3ccccc32)c1=O	?
O=C(Nc1ccc(Cl)cc1Cl)c1cnn2ncccc12	-17%[44.1 µM]
Cc1ccc(NC(=O)C(=O)NCC(c2ccc3c(c2)OCO3)N2CCN(C)CC2)c(C)c1 (stereo unspecified)	?
O=C(Cn1cccc1-c1nc(-c2ccccc2)no1)Nc1ccc2c(c1)OCCO2	?
COc1ccc(NC(=O)N[C@@H]2C=C[C@@H](c3c(C)nn(-c4ccccn4)c3C)C2)cc1	i
The list continues.
SMILES	Pf Dd2 inh
COc1ccc(NC(=O)N2CCc3c(C(=O)NC(C)C)cccc32)cc1	-7%
CCNC(=O)c1c2c(nc3ccccc13)C(=O)N(C1CCCCC1)C2	111%[activator]
COc1ccccc1C1Nc2c(sc3nc(C)cc(C)c23)C(=O)N1c1ccccc1 (stereo unspecified)	?
COc1ccc(-c2nn(-c3ccccc3C)cc2CN2CCCC(C)(O)C2)cc1F (stereo unspecified)	?
O=C(CCn1cnc2ccccc2c1=O)NCc1ccccc1	25%
Cn1c(CCNC(=O)C2CCCN(C(=O)c3ccccc3)CCC(=O)NCC2)nc2ccccc21 (stereo unspecified)	9%
COc1cccc(NC(=O)C(=O)NCCc2sc(-c3cccc(C)c3)nc2C)c1	-17%
CC(C)=CC(=O)N1CC[C@H](NC(=O)Nc2ccc(F)cc2F)[C@H]1C(=O)N[C@@H](Cc1cccs1)C(N)=O	6%
Cc1ccc(NC(=O)N2CCc3c(C(=O)NCCc4ccccn4)cccc32)cc1	-18%
COc1ccc(-c2noc(-c3cc(-c4ccc(F)cc4)n[nH]3)n2)cc1	5%
Cc1ccc2nc(-c3ccc(O)cc3)c(Nc3ccc(Cl)cc3)n2c1	?
Cc1ccc(C(=O)N2CCCC3(CC(Cc4ccccc4)=NO3)C2)cc1 (stereo unspecified)	-9%
O=C(c1ccncc1)N1CCCCCC1CN1CCCC1 (stereo unspecified)	-18%
CC(=O)N(C1CC1)C1CCOC2(CCN(C(=O)CCCc3ccccc3)CC2)C1 (stereo unspecified)	i

A few values from the list.
COc1ccc(-c2noc(-c3cc(-c4ccc(F)cc4)n[nH]3)n2)cc1 | Pf Dd2 inh = 5%
Cn1c(CCNC(=O)C2CCCN(C(=O)c3ccccc3)CCC(=O)NCC2)nc2ccccc21 (stereo unspecified) | Pf Dd2 inh = 9%
